Source: PubChem (National Center for Advancing Translational Sciences (NCATS))
IkB signaling = IkB Signaling; 0.04% of 110,000 active; ABC-DLBCL IkBa-CBG/CBR dual luciferase ratio, 4 h; response scale: scaled: untreated 0%, proteasome inhibitor 100%; Potency, µM (titrated, usually from 57.1 µM), for inactives: top-dose IkBa stabilization activation; active = well fitted curve in the direction sought with a large enough effect in the signal ratio, not every such curve was filed as active; inconclusive = small, poorly fitted or top-dose-only effect, or a change in a side signal; the % refers to the signal ratio;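 also: the direction sought is a rising ratio; 0% = basal untreated cells and 100% = reference inhibitor full response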
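Luminescence ratio of IκBα-fused green versus native red beetle luciferase in OCI-Ly3 cells, 4 h post-doxycycline with compound; red signal alone, scaled from basal (0%) to zero light (-100%), flagged nonspecific or cytotoxic effects.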
p53ts 32C kill = qHTS Screen for Compounds that Selectively Target Cancer Cells with p53 Mutations: Cytotoxicity of p53ts Cells at the Permissive Temperature; H1299-p53A138V at 32C, ATP luminescence viability, 24 h; Potency, µM (series often up to 46.1 µM), for the others: top-dose activity change, negative = cytotoxicity, hits mostly cytotoxic; 0.93% of 130,000 active;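 also: 0% = DMSO and -100% = full killing by reference compound; nearly all actives have a fitted effect of over 55% in size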
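ATP-content luminescence (ATPlite) read-out after 24 h compound exposure at 32C in H1299-p53A138V cells (600/well). Tested up to 46 uM. Normalized to DMSO (0%) and 100 uM tamoxifen (100% killing); Hill-fit AC50.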
p53ts 39C tox = qHTS Screen for Compounds that Selectively Target Cancer Cells with p53 Mutations: Cytotoxicity of p53ts Cells at the Nonpermissive Temperature; H1299-p53A138V viability at 39C, ATP luminescence, 24 h; Potency, µM (doses to about 46.1 µM), for inactives: at the top dose activity change, negative = cell killing, actives largely listed as cytotoxic; 1.5% of 130,000 active; also: nearly all actives have a fitted effect of over 55% in size
Peg3 imprint = qHTS Assay for Compounds that Induce Erasure of Genomic Imprints | mouse ES Peg3-LacZ reporter, beta-gal luminescence, 40 h | Potency, µM (titrated, usually from 60.7 µM), for inactives: at the highest dose activity change, positive = activation, actives largely listed as activators | 0.02% of 110,000 active;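 also: 0% = negative control wells on the plate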
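Each well holds 300 Peg3LacZ-Neo (maternal) female ES cells incubated 40 h at 37C, 5% CO2. LacZ is measured by BetaGlo luminescence, with AC50 and maximum efficacy derived from dose-response curves.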
An asterisk follows results filed as active; u = inconclusive; x = not tested or not shown; & = joins results of further samples; [ ] = remark or other dose. Unless noted, calls follow the shape of the dose curve; as a rule, active = well fitted curve in the direction sought with a large enough effect; inconclusive = small, poorly fitted or top-dose-only effect, or another doubt; inactive = no such curve, though single readings can be large; an effect the other way counts as inactive or inconclusive. Unless noted, % is scaled to controls: 0 for no effect and ±100 for the full control effect; potency is read from the fitted curve at half-maximal effect. An unsorted share of the library. Share with any hit: about 1.7%.

SMILES | IkB signaling | p53ts 32C kill | p53ts 39C tox | Peg3 imprint
Cn1c(Cn2cnc3ccccc32)nnc1SCC(=O)CC(=O)Nc1ccccc1 | u | 3% | 5% | 16%
COc1ccc(NC(C)=O)cc1NC(=O)CSc1nc2ncccc2[nH]1 | 0.5% | 3% | 5% | 9%
O=C(c1ccccc1)N1CCN(c2ccccc2F)CC1 | 0.3% | 7% | 3% | -6%
O=C(OCc1ccccc1F)c1ccc2c(c1)OCCO2 | -0.2% | -16% | -16% | -46%[inhibitor]
COc1cc(OC)cc(C(=O)Nc2ccccc2-c2nc3ccccc3s2)c1 | -2.3% | 10% | 17% | -9%[10.9 µM]
O=C(Cn1cnc2c(cnn2-c2ccccc2Cl)c1=O)N1CCc2ccccc21 | 2.8% | -1% | -2% | -4%
O=S(=O)(Nc1cccc(C(F)(F)F)c1)c1cccnc1 | 0.7% | -1% | -3% | -14%
COc1ccccc1NC(=O)N1CCN(c2ccc(F)cc2)CC1 | x | 18% | 7% | x
CCn1c(CCCNC(=O)c2cccs2)nc2ccccc21 | 1.3% | 0% | 5% | -10%
O=C1CCn2nc(-c3ccc(Cl)cc3)cc2N1 | 2.0% | -3% | -10% | -42%[inhibitor]
Oc1[nH]c2ccccc2c1OCc1ccncc1 | -2.4% | 2% | -1% | -4%
Cc1ccc(S(=O)(=O)Nc2c(C)ccc3nsnc23)cc1 | x | -11% | 5% | x
O=C(O)c1c(F)c(F)cc2ccccc12 | 2.9% | -4% | 11% | -2%
CCn1c(COc2ccc3c(c2)CCCC3)nnc1SCC(=O)Nc1nccs1 | 6.9% | -4% | 3% | 15%
COC(=O)c1ccc(C(NC(=O)OCc2ccccc2)/C(=C/[C@@H](C)C(=O)NCc2ccc(C)o2)c2cccnc2)cc1 (stereo partly specified) | x | 14% | 7% | -8%
Clc1ccc(Nc2nc(NCCN3CCOCC3)nc(N3CCOCC3)n2)cc1 | -2.5% | -11% | 11% | -8%
COc1ccc(-c2noc(-c3ccc(NC4CCCC4)c([N+](=O)[O-])c3)n2)cc1 | 5.8% | 1% | -10% | 9%[10.9 µM]
CC1CCN(c2nc3c(c(=O)[nH]c(=O)n3C)n2Cc2ccccc2Cl)CC1 | 0.3% | 13% | 27% | -17%
CCc1nnc(NC(=O)CSc2nccn2Cc2ccc(F)cc2)s1 | -0.6% | 28% | -13% | 9%[10.9 µM]
Cc1cc(=O)[nH]c(=S)[nH]1 | 0.6% | 2% | 1%&-10% | -3%&-2%
Cc1cc(NCc2ccccc2Cl)n2nnnc2n1 | 2.9% | 0% | -14% | -5%
Cn1c(C(=O)N2CCN(Cc3ccccc3)CC2)cc2c(=O)n(C)c3ccccc3c21 | -1.6% | 2% | -5% | -5%
CCC(=O)N(Cc1cc2c(C)cc(C)cc2[nH]c1=O)C1CCCCC1 | 0.7% | 12% | -9% | 7%
CC(=O)OC1CC[C@]2(C)C(=CCC3C4CCC(C(C)CCCC(C)C)[C@]4(C)CCC32)C1 (stereo partly specified) | x | 4% | 7% | u
Cc1ccc(C(=O)Oc2ccc3c(c2)ncn3C)cc1 | -1.9% | -9% | -2% | -10%
Cc1csc(C2=C(O)CN(CCc3ccccc3)C2=N)n1 | -3.5% | 2% | -6% | 12%
Nc1nc(-c2ccc(Br)s2)c(Br)s1 | 4.0% | -5% | -19% | -12%
CC(C)N(C(=O)CSc1nn2c(=O)c(C(C)(C)C)nnc2s1)c1ccccc1 | 0.2% | 8% | 3% | -8%
Cc1cccc(NC(=O)CN(C)S(=O)(=O)c2ccccc2)n1 | 0.9% | 1% | 7% | -8%
COc1ccc(OC)c(S(=O)(=O)Nc2ccccc2C)c1 | 2.6% | 7% | 7% | -6%
C[Si](C)(C)C#Cc1ccccc1NC(=S)Nc1ccccc1 | x | 11% | 3% | -24%
CCCCN(C(=O)Cn1nnc2ccccc21)C(C(=O)NCCOC)c1ccccc1 (stereo unspecified) | x | -15% | 21% | x
CCc1ccc(NC(=O)C(=O)NCC(c2ccc3c(c2)OCO3)N2CCN(C)CC2)cc1 (stereo unspecified) | -1.9% | 3% | u | -16%[10.9 µM]
Cc1cc(C)cc(NC(=O)CN2C(=O)CCc3cc(S(=O)(=O)N4CCCCC4)ccc32)c1 | 3.0% | 7% | -10% | -9%[10.9 µM]
CCN(CC)C(=O)CN1C(=O)C2(OCC(C)(c3ccccc3)CO2)c2ccccc21 (stereo unspecified) | -1.6% | 3% | 5% | 0%
N#C/C(=C\c1cccs1)Sc1nc2ccccc2s1 | u | 12% | 8% | -10%
COc1ccc(S(=O)(=O)N2CCCCC2C(=O)O)cc1OC (stereo unspecified) | 0.1% | 13% | -4% | -7%
CCc1nc(N2CCN(C(=O)c3ccco3)CC2)c2oc3ccccc3c2n1 | u | 4% | -10% | -19%
Cc1cc2c(cc1NC(=O)c1ccc(C(C)(C)C)cc1)n(C)c(=O)c(=O)n2C | -0.6% | 4% | -17% | -15%[10.9 µM]
CC1CC(C)CN(S(=O)(=O)c2ccc(C(=O)N3CCN(c4ccccc4)CC3)cc2)C1 (stereo unspecified) | u | 0% | -7% | -18%
CCc1ccccc1NC(=O)CSc1nnc([C@H](CCSC)NC(=O)OC(C)(C)C)o1 | 1.7% | -2% | 0% | -17%
CCc1ccccc1NC(=O)Cn1nnc(C(=O)NCc2cccc(OC)c2)c1N | 0.5% | 4% | -9% | 8%[10.9 µM]
Cc1cccc(CS(=O)(=O)Cc2ccc(C(=O)NCc3ccc(F)cc3)o2)c1 | u | -5% | -10% | -12%[10.9 µM]
O=C(CCSc1nc(-c2ccco2)cc(C(F)(F)F)n1)NCCc1ccccc1 | 1.0% | 0% | 1% | -8%
Cc1cc(N(C(=O)c2ccco2)C(C(=O)NC2CCCCC2)c2ccccc2)ccc1-n1cnnn1 (stereo unspecified) | 0.8% | 10% | -18% | -4%
COc1ccc2c(c1)CCc1sc(NC(=O)c3ccc(Cl)cc3)nc1-2 | 11% | -26% | u | -5%[10.9 µM]
CC(C)CNc1nc(NC(C)(C)C)nc(Oc2ccc(=O)n(-c3ccccc3)n2)n1 | u | 22% | -18% | 10%[10.9 µM]
O=C(O)CCCc1nc2ccccc2s1 | 0.3% | 5% | 12% | -12%

One compound at a time, as listed above. Screens in order: IkB signaling	p53ts 32C kill	p53ts 39C tox	Peg3 imprint
CC(C)CNc1nc(NC(C)(C)C)nc(Oc2ccc(=O)n(-c3ccccc3)n2)n1 across the screens: u	22%	-18%	10%[10.9 µM]
O=C(O)CCCc1nc2ccccc2s1 across the screens: 0.3%	5%	12%	-12%

Next structures follow:
SMILES | IkB signaling | p53ts 32C kill | p53ts 39C tox | Peg3 imprint
Cc1ccc(Cn2c(=O)c3ccccc3n3c(CCC(=O)O)nnc23)cc1 | -0.8% | 19% | 0% | 3%
CCOc1ccc(CCNC(=O)c2cc3c(s2)-c2c(C)cccc2OC3)cc1 | 0.4% | -8% | 9% | -10%[10.9 µM]
COc1ccc(CNC(=O)CN(C(=O)c2ccc(CN3CCOCC3)o2)C2CCCC2)cc1 | 0.3% | 5% | 7% | -8%
CCOc1ccc2c(c1)c(=O)c(S(=O)(=O)c1ccc(F)cc1)cn2CC(=O)Nc1ccccc1C | 1.5% | 6% | -17% | 18%[10.9 µM]
CCOCCCNC(=O)c1ccc(Cn2c(=O)c3cccn3c3cccnc32)cc1 | 0.9% | 4% | -6% | -14%[10.9 µM]
CC(=O)N1CCc2cc(S(=O)(=O)NC(C(=O)Nc3nc(C)cs3)C(C)C)ccc21 (stereo unspecified) | 1.0% | 2% | -6% | -9%
CCOC(=O)c1c(S(=O)(=O)N2CCC(C(=O)N3CCN(c4ccccc4F)CC3)CC2)c(C)n(C)c1C | -3.2% | 11% | -25% | -6%[10.9 µM]
CCN(CC)c1ccc2cc(-c3nc4ccccc4n3C)c(=O)oc2c1 | 1.2% | -12% | -14% | -23%
O=C(Nc1cccc2ccccc12)c1ccc(Br)o1 | 4.9% | -6% | 4% | -6%
Cc1ccccc1-c1nc(CN2CCC(C(=O)NCc3ccc(F)cc3)CC2)c(C)o1 | -0.7% | -1% | -22% | 13%[10.9 µM]
O=C(O)c1ccccc1NC(=O)N1c2ccccc2Sc2ccccc21 | 9.3% | -2% | 2% | 3%[10.9 µM]
COCc1[nH]nc2c1C(c1ccc(OC)c(OC)c1)C(C#N)=C(N)O2 (stereo unspecified) | 0.2% | 11% | -1% | 28%

Four compounds out of the list above, sorted by the number in Peg3 imprint, falling.
Molecule	Peg3 imprint
Cc1cc(N(C(=O)c2ccco2)C(C(=O)NC2CCCCC2)c2ccccc2)ccc1-n1cnnn1 (stereo unspecified)	-4%
Cc1cc(NCc2ccccc2Cl)n2nnnc2n1	-5%
Cc1cccc(NC(=O)CN(C)S(=O)(=O)c2ccccc2)n1	-8%
O=C(O)CCCc1nc2ccccc2s1	-12%

Other results:
SMILES | IkB signaling | p53ts 32C kill | p53ts 39C tox | Peg3 imprint
Cc1cc(NC(=O)c2cc(-c3cccc(Cl)c3)on2)n(-c2ccccc2)n1 | 18% | -4% | -30% | 3%[10.9 µM]
Cn1c(=O)c2c(nc(Br)n2CCSc2nnnn2-c2ccccc2)n(C)c1=O | -1.5% | -5% | -11% | -12%
COc1cc2c3cc1Oc1c(OC)c(OC)cc4c1[C@@H](Cc1ccc(O)c(c1)Oc1ccc(cc1)C[C@@H]3N(C)CC2)N(C)CC4 | -0.1%[11.4 µM] | -5% | -30% | -6%
COc1ccc(S(=O)(=O)N2CN(Cc3ccco3)c3nc4ccccc4nc32)cc1 | u | -1% | 10% | -15%
Cc1ccnc(NC(=O)c2ccc(NC(=O)c3ccco3)cc2)c1 | 3.0% | -29% | -23% | -45%[inhibitor]
CCCNC(=O)N1CCCN(S(=O)(=O)c2ccc3c(ccn3CC)c2)CC1 | 1.3% | 9% | -2% | -16%[10.9 µM]
O=C(NCc1ccccc1)[C@@H]1C[C@H]1[C@@H](NP(=O)(c1ccccc1)c1ccccc1)c1ccccc1 | x | 21% | 15% | -15%
CNc1ccc(-c2nc(-c3ccccc3C)no2)cc1[N+](=O)[O-] | 3.4% | -4% | -20% | -5%[10.9 µM]
COc1ccccc1N1CCN(C(=O)CN(Cc2ccccc2)S(C)(=O)=O)CC1 | 3.6% | -4% | -8% | -26%
COCCN(C(=O)CNC(=O)c1ccco1)C(C(=O)NC1CCCC1)c1cccs1 (stereo unspecified) | x | 4% | 6% | x
CCOC(=O)N1CCN(c2c(-c3ccc(C)cc3)c(=O)c2=O)CC1 | -1.1% | 6% | 10% | -9%
CCc1cc2c(cc3c(=O)n(CC(=O)NCc4cc(Br)ccc4OC)ncn32)s1 | 1.1% | 10% | u | 7%[10.9 µM]
Cn1c(=O)c2c(nc(OCc3ccccc3)n2C)n(C)c1=O | -3.1% | 11% | 13% | -4%
CC(=O)NC(C(=O)NCC(N)=O)C(C)C (stereo unspecified) | -0.7% | -7% | 1% | -6%
O=C(CN1C(=O)CSc2ccccc21)Nc1ccccc1C(=O)N1CCOCC1 | 2.5% | 2% | 14% | -20%
CCOc1ccc(CCNC(=O)C2CCCN(C(=O)N(C)C)C2)cc1OCC (stereo unspecified) | -1.3% | -2% | -8% | -20%
CCc1ccc(OCc2cc(=O)n3c4c(sc3n2)CCCC4)cc1 | -1.3% | -4% | -27% | -11%[10.9 µM]
COc1ccc(Cn2c(CCC(=O)NCc3ccc(Cl)cc3)nc3cccnc32)cc1 | 4.8% | 7% | u | 5%[10.9 µM]
Cc1cccc(NC(=O)CN(c2ccc(C(C)C)cc2)S(=O)(=O)c2c(C)nn(C)c2C)c1C | 3.2% | 7% | 5% | -11%[10.9 µM]
O=C(CN(c1ccc(F)cc1)S(=O)(=O)c1ccccc1)NCc1ccco1 | 4.4% | -1% | 3% | -12%
CNC(=O)c1ccc2c(c1)N(Cc1ccccc1Cl)C(=O)c1ccccc1S2 | u | 27% | 13% | 15%[10.9 µM]

Laid out differently: results already given.
Order of results: IkB signaling	p53ts 32C kill	p53ts 39C tox	Peg3 imprint
> CCOc1ccc(CCNC(=O)C2CCCN(C(=O)N(C)C)C2)cc1OCC (stereo unspecified)
 : -1.3%	-2%	-8%	-20%
> CCc1ccc(OCc2cc(=O)n3c4c(sc3n2)CCCC4)cc1
 : -1.3%	-4%	-27%	-11%[10.9 µM]
> COc1ccc(Cn2c(CCC(=O)NCc3ccc(Cl)cc3)nc3cccnc32)cc1
 : 4.8%	7%	u	5%[10.9 µM]
